Compound activity as filed in PubChem BioAssay.
PRMT1 FP inh: blocks human protein arginine methyltransferase 1 | Q99873 | recombinant PRMT1, activity-based probe fluorescence polarization | inhibition, % at 2.79 µM | 370,000 compounds, 1.3% hits | AID 652257;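 active = inhibition above about 21% made by adding two undisclosed values, limit read from the data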
Target sequence (Q99873 whole entry, looked up): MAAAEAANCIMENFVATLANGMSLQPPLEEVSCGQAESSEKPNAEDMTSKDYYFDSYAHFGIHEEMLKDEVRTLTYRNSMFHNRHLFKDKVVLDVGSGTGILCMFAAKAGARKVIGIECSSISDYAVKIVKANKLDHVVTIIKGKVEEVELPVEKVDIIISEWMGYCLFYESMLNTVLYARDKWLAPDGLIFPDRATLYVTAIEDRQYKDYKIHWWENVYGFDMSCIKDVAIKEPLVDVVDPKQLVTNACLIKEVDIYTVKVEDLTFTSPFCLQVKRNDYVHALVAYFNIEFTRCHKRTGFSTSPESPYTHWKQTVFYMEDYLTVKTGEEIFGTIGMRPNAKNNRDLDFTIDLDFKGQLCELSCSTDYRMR
rCAG binder: r(CAG) repeat RNA binding; inhibition, % at 3 µM; 370,000 compounds, 1.3% hits; TO-PRO-1 dye displacement fluorescence;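 active = inhibition above the plate cutoff, the mean of all test compounds on that plate plus 3 SD, cut at about 35% in these data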;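 also: 0% = DMSO alone and 100% = 100 µM mitoxantrone as full dye displacement; higher means more dye released from RNA so lower well fluorescence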
PG9 Ab binder: binds the HIV-1 gp120 antibody PG9; TR-FRET gp120-PG9 antibody binding; inhibition, % at 6.7 µM; 360,000 compounds, 0.43% hits; in the data active = inhibition above about 8.5%
Rev-erbA mod: modulates human Rev-erb alpha binding to DNA | P20393 | Rev-erbα–FITC-DNA binding, fluorescence polarization, 90 min | activity, % at 10 µM | 370,000 compounds, 0.79% hits | AID 1259318;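 active = activity above about 14%, limit read from the data; passing the limit was not always enough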;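 also: 0% = DMSO wells with 35 nM protein and 100% = DMSO wells with 750 nM protein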
Target sequence (P20393 whole entry, looked up): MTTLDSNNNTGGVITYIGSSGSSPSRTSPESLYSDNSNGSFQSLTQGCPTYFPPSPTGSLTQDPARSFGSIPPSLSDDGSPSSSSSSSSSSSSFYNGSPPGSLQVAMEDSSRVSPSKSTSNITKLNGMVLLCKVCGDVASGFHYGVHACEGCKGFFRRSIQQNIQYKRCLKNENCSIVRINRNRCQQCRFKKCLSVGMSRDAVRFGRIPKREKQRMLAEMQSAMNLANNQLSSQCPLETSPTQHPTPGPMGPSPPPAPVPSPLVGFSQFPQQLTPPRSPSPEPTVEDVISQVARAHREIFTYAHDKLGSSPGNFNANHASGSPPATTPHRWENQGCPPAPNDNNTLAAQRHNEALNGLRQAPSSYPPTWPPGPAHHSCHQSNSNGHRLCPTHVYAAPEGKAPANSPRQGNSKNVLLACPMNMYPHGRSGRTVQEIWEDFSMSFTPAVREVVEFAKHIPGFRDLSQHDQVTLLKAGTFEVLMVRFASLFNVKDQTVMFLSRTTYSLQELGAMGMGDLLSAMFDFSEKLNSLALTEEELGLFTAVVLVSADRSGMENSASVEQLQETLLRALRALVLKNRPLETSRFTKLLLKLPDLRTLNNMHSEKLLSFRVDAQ
LEDGF integ inh: blocks HIV-1 LEDGF/p75-dependent DNA integration | TR-FRET IN-LEDGF/p75 DNA integration, Eu/Cy5 | inhibition, % at 3.7 µM | 370,000 compounds, 0.64% hits;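 active = inhibition above the screen-wide mean plus 3 SD, cut at about 13% in these data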;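 also: signal is the Cy5 over europium emission ratio at 671 and 618 nm; 0% = plate median of compound wells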
MBD2 inh: inhibitors of human MBD2 binding to methylated oligonucleotide; Q9UBB5; TR-FRET; inhibition, % at 4.4 µM; 370,000 compounds, 0.31% hits; AID 686964; in the data active = inhibition above about 13%
ABHD4 inh: ABHD4 (mouse) inhibition, primary FP screen | Q8VD66 | purified mABHD4, FP-Rh probe fluorescence polarization | inhibition, % at 8.92 µM | 370,000 compounds, 0.54% hits;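 active = inhibition exceeding the mean over every tested compound plus 3 SD, cut at about 30% in these data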;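 also: 0% = plate median of compound wells and 100% = S159A mutant with DMSO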
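Test system: mouse ABHD4 enzyme, wild type. Reagent: FP-Rh fluorescent activity-based probe, added after compound pre-incubation. Timing: pre-incubation 45 min, probe exposure 60 min, at 25 °C. Technique: FP readout, ex 525 nm / em 598 nm. Benchmarks: high control S159A mutant with DMSO, low control median of compound wells.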
TCR-CD3 inh: inhibitors of human TCR-CD3 interaction; TAMRA-labeled TCR probe fluorescence, biochemical; inhibition, % at 9.4 µM; 360,000 compounds, 0.37% hits; AID 651800; in the data active = inhibition above about 19%;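 also: recombinant mutant TCR 2C K166C tagged with TAMRA read by polarization; 0% = receptor in buffer alone and 100% = receptor with positive control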
UHRF1 binding: blocks human UHRF1 binding to methylated DNA; Q96T88; UHRF1 binding to methylated oligo, TR-FRET; inhibition, % at 4.4 µM; 370,000 compounds, 0.75% hits; AID 687016; in the data active = inhibition above about 21%;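 also: UHRF1 SRA domain binding a hemimethylated CpG hairpin DNA probe; 0% = median of test compound wells and 100% = reference inhibitor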
HTRA1 inh: blocks human HTRA1 serine peptidase. 340,000 compounds, 0.5% hits. AID 504803. inhibition, % at 5.96 µM. recombinant HTRA1, FP-rhodamine activity-based probe, fluorescence polarization; in the data active = inhibition above about 36%;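 also: 0% = enzyme with DMSO and 100% = wells lacking enzyme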
Active calls of the source: *; . = no result given. The list is partial (hit frequency here may not be typical).

SMILES	PRMT1 FP inh	rCAG binder	PG9 Ab binder	Rev-erbA mod	LEDGF integ inh	MBD2 inh	ABHD4 inh	TCR-CD3 inh	UHRF1 binding	HTRA1 inh
O=C(CCCC(=O)NCc1ccccc1)NCc1ccccc1	-3.9	-3.6	-0.5	0.4	1.3	4.4	-0.3	2.8	1.0	4.2
NC(=O)[C@H]1CC2(CC(c3cccc(NC(=O)c4ccccc4)c3)=NO2)CN1C(=O)[C@H]1CCC(=O)N1 (stereo partly drawn)	0.4	0.6	-0.6	-5.5	-0.1	2.5	-0.8	7.2	-1.7	1.5
COc1ccc(NS(=O)(=O)NC(=O)c2c[nH]c3ccccc23)cc1	3.7	0.7	-0.9	-9.7	0.1	1.1	-1.9	-1.9	-1.7	0.3
COc1ccccc1CNC(=O)C[C@H]1CC[C@@H]2[C@H](COC[C@H](O)CN2Cc2ccc3c(c2)OCO3)O1	-1.0	0.8	1.5	1.3	3.3	-0.3	11.9	1.0	3.0	.
CC1(C(=O)Nc2ccc3c(c2)OCO3)CCN1C(=O)Cc1cccc2ccccc12 (stereo not drawn)	0.1	5.2	-0.6	0.1	-0.6	-2.1	1.0	5.0	-1.6	.
CCOC(=O)C1CCN(C(=O)COC(=O)c2ccccc2OCC)CC1	2.9	1.0	-2.4	-1.2	-3.9	2.8	0.7	-6.3	2.0	-3.7
COc1cc(-c2ccccc2)[nH]c(=S)n1	7.5	2.6	-0.8	6.5	0.3	2.3	3.4	1.4	-2.2	0.7
Cc1ccc(S(=O)(=O)N2CCN(C(=O)c3n[nH]c4ccccc34)CC2)cc1	-3.7	1.3	1.3	-5.5	2.9	-1.3	2.1	-1.0	1.8	-3.8
COCCN(C(=O)COC(=O)C12CC3CC(CC(C3)C1)C2)c1c(N)n(Cc2ccccc2)c(=O)[nH]c1=O	-1.9	3.1	-0.1	-3.6	-1.5	1.2	1.6	-3.8	-2.4	-7.5
O=C(O)C(Cc1c[nH]c2ccccc12)NS(=O)(=O)c1ccc2ccccc2c1 (stereo not drawn)	-4.2	21.0	-1.9	-5.0	-1.5	-2.5	3.9	-2.7	-0.4	-4.9
Cc1cccc(Oc2ccc(NC(=O)C3=CC=CN4CCS(=O)(=O)N=C34)cc2)c1	0.2	2.9	1.4	1.3	-0.9	2.5	-0.3	-8.7	-2.0	-11.5
CCCNC(=O)C12CCC(C)(C(=O)O1)C2(C)C (stereo not drawn)	1.2	-1.5	-0.2	-5.0	2.4	1.7	3.9	5.0	-1.6	.
OC(c1cccc(Cl)c1)c1nc(-c2ccc3c(c2)OCO3)cs1 (stereo not drawn)	-1.3	2.9	-2.6	2.8	2.8	-2.6	-32.1	0.1	0.6	.
O=C(c1ccc(Cl)s1)N1CCN(c2ncccn2)CC1	5.0	-4.9	1.6	-3.9	-0.7	-6.2	6.8	-6.2	3.0	4.0
O=S(=O)(c1ccc(Cl)cc1)N1CCCC1c1nc2ccccc2s1 (stereo not drawn)	1.4	-3.9	1.3	6.5	4.1	2.3	-1.3	-9.5	2.8	-20.7
O=C(Nc1ccc([N+](=O)[O-])cn1)C1CC1	1.0	-1.4	-0.3	-0.9	1.2	1.9	4.6	0.0	2.5	5.4
CCN(CC)c1ccc(CC(=O)NC(C)Cc2ccccc2)cc1 (stereo not drawn)	-0.7	-6.4	0.9	-1.2	-1.4	3.4	1.5	1.0	-3.1	0.2
COc1cc(/C=C2/C(=N)N3C=CSC3=NC2=O)ccc1OCCOc1ccc(NC(C)=O)cc1	-1.4	3.0	-1.2	1.9	2.6	2.2	8.4	-1.5	6.3	-4.4
S=C1NC[C@H](Cc2ccccc2)N1CC1CCN(CCCC2CCCC2)CC1	1.4	-0.9	-2.1	-4.6	0.2	-5.1	4.0	1.4	0.9	-4.1
O=C(N/N=C/c1cn[nH]c1-c1ccccc1)c1ccco1	2.6	2.8	1.1	-5.5	-1.8	1.7	-0.7	-3.3	-1.5	-2.7
CCCS(=O)(=O)N1CCN(Cc2ccc3c(c2)c2ccccc2n3CC)CC1	1.6	3.9	-0.9	0.5	2.1	-4.0	2.9	-2.7	1.9	-21.2
CN(C)CCN(C(=O)c1ccccc1Cl)c1nc2c(Cl)cccc2s1	-3.5	-3.4	-0.9	-3.8	0.4	-5.7	2.0	6.4	-2.2	-14.1
COc1ccc(OC)c(CNC(=O)CCCn2ccc3cc(S(=O)(=O)N4CCCC4)ccc32)c1	0.1	0.5	-1.1	-4.3	-0.8	-4.4	-0.5	3.3	-3.4	-9.8
C[C@@H]1CN([C@@H](C)CO)S(=O)(=O)c2ccc(Br)cc2O[C@H]1CN(C)C(=O)C1CCC1	-6.1	0.6	-1.0	-2.5	-1.6	-0.4	6.5	4.3	0.4	3.3
O=C(CSc1nnc(-c2ccccc2Cl)o1)Oc1ccc(Br)cc1	-0.6	0.7	3.3	3.9	3.0	5.3	3.4	-10.7	3.2	0.8
Cc1onc(-c2ccccc2Cl)c1C(=O)OCC(=O)Nc1cccc(S(=O)(=O)N2CCOCC2)c1	-6.2	3.9	-1.2	-0.7	2.1	-0.1	-4.6	0.7	-3.0	-20.7
Cc1noc(C)c1C(=O)Nc1cccc2ncccc12	-0.5	0.8	0.1	-2.8	-2.0	0.7	3.4	4.0	-0.9	2.6
Cc1ccc(S(=O)CCNC(=O)Cc2ccccc2)cc1 (stereo not drawn)	-2.3	-3.1	-3.2	-0.1	6.5	-0.4	-1.0	1.1	-3.3	5.3
O=C(COc1ccc(-n2cnnn2)cc1)N1CCN(c2ccc(F)cc2)CC1	-0.7	-2.8	-0.9	7.8	-1.6	-2.6	3.9	2.3	-1.9	4.8
COc1ccc(/C=N/Nc2cc(C)nc(N3CCOCC3)n2)cc1	-1.7	-2.3	-2.4	-11.3	0.0	1.0	0.7	0.7	1.5	-3.5
O=C(Nc1ccc(S(=O)(=O)N2CCCC2)cc1)c1ccc([N+](=O)[O-])cc1	-6.6	8.1	-1.3	5.5	2.1	-5.8	-0.9	1.5	0.1	4.0
Cc1ccc(C)c(C(Nc2ccccc2)c2ccc3ccc(C)nc3c2O)c1 (stereo not drawn)	0.6	7.0	1.1	-2.1	3.4	3.1	-2.2	-2.3	-1.9	.
O=C(O)CC1(CC(=O)NCc2ccccn2)CCCCC1	-0.9	-1.1	-3.0	-3.6	0.9	0.0	-2.4	1.4	-1.8	1.8
O=C(CCN1CCCC1)c1cccs1	0.1	0.1	1.4	10.8	3.0	2.0	2.5	2.9	-1.2	-2.2
O=c1c(Cl)c(Nc2cccc(Cl)c2)cnn1-c1nc2ccccc2s1	-2.3	10.3	-1.6	19.0*	3.9	-7.6	-17.8	3.6	-0.5	-15.6
CCOC(=O)N1CCN(C2CC(=O)N(c3ccc(C)cc3)C2=O)CC1 (stereo not drawn)	6.5	3.5	0.5	3.5	-5.3	11.0	-13.3	3.0	6.7	0.9
CCOc1ccc(NC(=O)C2CC(=O)N(CCc3ccccc3)C2)cc1OC (stereo not drawn)	-4.6	2.9	-0.6	-0.6	0.2	-0.7	1.3	-1.6	23.7*	10.0
CCCNC(=O)c1onc(CSc2ccncc2)c1C(=O)NCCC	-1.2	-5.0	0.5	-1.4	1.2	-0.3	2.5	1.3	-2.0	2.4
O=C(OC1CC2CC1[C@H]1CCCCN1C2=O)N1CCOCC1 (stereo partly drawn)	0.7	1.3	-0.9	-10.3	-2.1	-4.3	-0.3	3.8	0.9	.
COc1ccc(S(=O)(=O)N2CCN(C(=O)COc3ccccc3)CC2)cc1	-0.1	-3.1	-0.7	-1.8	2.2	3.8	-1.2	0.6	-1.4	1.1
Cc1ccc(S(=O)(=O)N2CCCCC2)cc1NC(=O)CSc1nncn1-c1ccccc1	1.7	-0.3	-1.8	4.5	-1.4	-5.6	5.9	3.7	-1.4	-10.7
CC1(C(=O)NS(=O)(=O)c2cccc(C#N)c2)CCN1C(=O)C1(c2ccccc2)CC1 (stereo not drawn)	-0.7	2.8	-0.1	0.9	0.7	-3.8	-0.6	3.9	-2.3	.
Cc1cc2c(=O)[nH]cnc2s1	0.1	2.4	0.6	-0.9	3.0	-2.3	4.3	-5.5	6.0	0.6
CCCn1c(N)c(C(=O)CSc2nc(C)cs2)c(=O)[nH]c1=O	-1.1	-1.8	0.6	-6.8	-0.1	-1.4	4.4	3.0	0.8	1.4
CCN(CC)CCn1c2c(c(SCC(=O)Nc3ccc(C(C)C)cc3)nc1=O)CCCC2	-2.7	-5.3	0.4	2.6	-2.5	-2.5	5.8	-5.8	2.2	-4.9

Of the compounds above, 2 have bromine:
SMILES	PRMT1 FP inh	rCAG binder	PG9 Ab binder	Rev-erbA mod	LEDGF integ inh	MBD2 inh	ABHD4 inh	TCR-CD3 inh	UHRF1 binding	HTRA1 inh
C[C@@H]1CN([C@@H](C)CO)S(=O)(=O)c2ccc(Br)cc2O[C@H]1CN(C)C(=O)C1CCC1	-6.1	0.6	-1.0	-2.5	-1.6	-0.4	6.5	4.3	0.4	3.3
O=C(CSc1nnc(-c2ccccc2Cl)o1)Oc1ccc(Br)cc1	-0.6	0.7	3.3	3.9	3.0	5.3	3.4	-10.7	3.2	0.8

Carrying on:
SMILES	PRMT1 FP inh	rCAG binder	PG9 Ab binder	Rev-erbA mod	LEDGF integ inh	MBD2 inh	ABHD4 inh	TCR-CD3 inh	UHRF1 binding	HTRA1 inh
O=C1c2ccccc2S(=O)(=O)N1CC(O)Cn1c2ccccc2c2ccccc21 (stereo not drawn)	1.9	8.3	1.9	3.8	-0.1	-1.8	-22.3	-6.8	-3.9	-66.3
COc1ccc(CC(NC(C)=O)C(=O)N2CCN(C(=O)Nc3ccc(Cl)cc3)CC2)cc1OC (stereo not drawn)	1.8	-2.9	2.1	-2.7	-2.8	3.1	-0.2	2.0	-0.1	4.4
CCN(CC)CCNC(=O)C(C)c1nn(C)c(=O)c2ccccc12 (stereo not drawn)	-1.0	1.8	-0.9	-0.4	-3.3	-1.4	4.4	8.3	-1.1	9.6
CC(=O)COc1ccc(-c2csnn2)cc1	1.5	-2.6	-3.1	-1.6	-0.8	2.0	-0.8	-7.3	-0.3	0.1
COc1ccc(COc2cc(-c3cccc(OC)c3)nc3ccc(NC(=O)c4ccccc4)cc23)cc1	-1.1	5.2	-1.1	6.7	-2.2	-4.1	-5.9	1.7	-3.8	-17.8
O=C(O)Cn1cnc2ccccc2c1=O	1.2	-0.1	0.9	1.9	-2.5	1.9	-0.8	-1.2	1.5	-4.1
O=C(NCCCN1CCCCC1)c1ccc2c(c1)NC(=O)C(N1CCCCC1)S2 (stereo not drawn)	1.6	0.4	1.0	1.3	0.4	-4.9	0.4	2.4	-2.2	-3.3
Cn1c(=O)[nH]c(=O)c2c1nc(NC1CCCC1)n2Cc1ccccc1	-1.4	-2.3	0.0	10.8	1.7	0.3	3.2	7.6	1.9	7.0
COc1ccc(NC(=S)Nc2ccc(N(C)C(C)=O)cc2)cc1	5.1	0.7	0.6	7.0	0.6	6.7	-7.4	-1.0	-0.2	3.0

In the list so far, three contain two or more sulfur atoms:
SMILES	PRMT1 FP inh	rCAG binder	PG9 Ab binder	Rev-erbA mod	LEDGF integ inh	MBD2 inh	ABHD4 inh	TCR-CD3 inh	UHRF1 binding	HTRA1 inh
O=S(=O)(c1ccc(Cl)cc1)N1CCCC1c1nc2ccccc2s1 (stereo not drawn)	1.4	-3.9	1.3	6.5	4.1	2.3	-1.3	-9.5	2.8	-20.7
Cc1ccc(S(=O)(=O)N2CCCCC2)cc1NC(=O)CSc1nncn1-c1ccccc1	1.7	-0.3	-1.8	4.5	-1.4	-5.6	5.9	3.7	-1.4	-10.7
CCCn1c(N)c(C(=O)CSc2nc(C)cs2)c(=O)[nH]c1=O	-1.1	-1.8	0.6	-6.8	-0.1	-1.4	4.4	3.0	0.8	1.4
